# NS3 helicase inh: inhibitors of HCV NS3 helicase, primary screen, biochemical, Cy5 molecular beacon fluorescence. Hepatitis C virus NS3 helicase. AID 1800, 2009. 0.56% of 290,000 active. inhibition, % at 10.9 µM. NS3 helicase DNA unwinding;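 active means inhibition above the mean of all tested compounds plus 3 SD, set per campaign, cut at about 35% in these data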;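 further: 0% = DMSO wells and 100% = thioflavine S control wells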
#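 Assay system – hepatitis C virus NS3 helicase domain fragment enzyme · Buffer or medium – MOPS pH 6.5, MgCl2, DTT, Tween20, BSA · Reagent – Cy5/quencher beacon DNA duplex and ATP to start · Compound – single 10.9 µM dose · Timing – 1 h at 25 °C · Technique – Cy5 beacon fluorescence read at start and 1 h · Measure – % inhibition of unwinding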
# CRFBP-R2 block: antagonists of CRF-BP/CRF-R2 complex, primary screen, cell-based, HEK293, calcium dye fluorescence, uHTS | CRF-induced calcium fluorescence | inhibition, % at 11.8 µM | 0.59% of 350,000 active | AID 588475, 2011;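 active means inhibition of the ligand-induced calcium signal above about 50% at the single tested concentration, limit read from the data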
# p-CIP stab down: p/CIP-EGFP fusion destabilizers, primary screen, fluorescence, F442A cells | 16 h | decrease of EGFP signal, % at 10 µM | Q05BA5 | 0.01% of 290,000 active;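 active means EGFP signal decrease of at least 30% at 10 µM or well 3 SD below plate mean, unless failing retest; inactive means the rest, including hits failing retest or dose response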; further: some compounds called inactive have numbers as strong as hits; many of its hits are not listed in these tables
# IMP-1 inh: IMP-1 metallo-beta-lactamase inhibitors, primary screen, biochemical, epi-absorbance readout, Pseudomonas aeruginosa enzyme; inhibition, % at 5.6 µM; metallo-beta-lactamase IMP-1 (Pseudomonas aeruginosa); purified IMP-1, nitrocefin hydrolysis, epi-absorbance fluorescence; AID 1556, 2009; 0.45% of 290,000 active;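 active means inhibition above the mean plus 3 SD of all compounds in the same screening run, cut at about 4.5% in these data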;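 further: 0% = IMP-1 with DMSO and 100% = DMSO wells lacking enzyme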
#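 system = purified recombinant IMP-1 beta-lactamase | amount = 0.2 nM IMP-1, as dispensed | medium = HEPES buffer pH 7.1 with ZnSO4 and Brij 35 | times = 25 °C, 15 min preincubation, 25 min reaction | detection = plate fluorescence quenching by hydrolysis product, ex 480/em 530 nm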
# IDE cell inh: human IDE inhibitors in live cells, primary screen, fluorescence polarization, HEK cells, FAbetaB substrate. FAbetaB cleavage. inhibition, % at 5.59 µM. 0.41% of 320,000 active. AID 434962, 2010;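 active means percent inhibition above the average of all tested compounds plus 3 SD, set per screening campaign, cut at about 16% in these data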;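 further: IDE supplied by intact live HEK cells; FP after avidin binding of uncleaved biotin substrate so inhibition keeps polarization high; 0% = DMSO wells and 100% = 60 µM reference IDE inhibitor Ii1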
# SUMO HTRF inh: inhibitors of in vitro SUMOylation cascade, primary screen, biochemical, HTRF, uHTS. HTRF SUMOylation assay, SAE1/SAE2 + UBC9. inhibition, % at 35 µM. 0.36% of 290,000 active. SUMO-conjugating enzyme UBC9 (Homo sapiens), P63279; in the data active means inhibition above about 50%, passing the limit was not always enough; further: strong numbers were not always called active
# Target sequence (P63279 whole entry, looked up): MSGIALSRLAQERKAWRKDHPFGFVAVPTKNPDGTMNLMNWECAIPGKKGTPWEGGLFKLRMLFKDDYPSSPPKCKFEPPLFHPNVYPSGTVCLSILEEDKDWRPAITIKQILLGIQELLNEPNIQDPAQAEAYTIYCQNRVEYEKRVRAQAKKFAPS
# VIM-2 inh: VIM-2 metallo-beta-lactamase inhibitors, primary screen, biochemical, epi-absorbance readout, Pseudomonas aeruginosa enzyme. purified VIM-2, nitrocefin hydrolysis, epi-absorbance fluorescence. inhibition, % at 5.6 µM. 0.89% of 290,000 active;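 active means inhibition above the mean of all tested compounds plus 3 SD, cutoff set per screening run, cut at about 7.5% in these data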;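 further: red hydrolysis product quenches plate fluorescence so inhibitors raise well fluorescence; 0% = enzyme with DMSO and 100% = DMSO without enzyme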
# GalR3 antagonist: GalR3 antagonists in HEK293 cells, primary screen, cell-based, fluorescence readout | Galanin receptor type 3 (Homo sapiens), O60755 | HEK293 GalR3-CNG cAMP membrane potential fluorescence; galR3 body fused to GalR1 C-terminus | inhibition, % at 3 µM | 0.44% of 360,000 active;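 active means inhibition above the screen-wide average plus 3 SD, cut at about 13% in these data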;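 further: forskolin and galanin both at EC90 stimulate the cells; cAMP rise reported by CNG channel membrane potential dye signal; 0% = forskolin plus galanin with DMSO and 100% = forskolin alone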
# Target sequence (O60755 1-299 limits assumed): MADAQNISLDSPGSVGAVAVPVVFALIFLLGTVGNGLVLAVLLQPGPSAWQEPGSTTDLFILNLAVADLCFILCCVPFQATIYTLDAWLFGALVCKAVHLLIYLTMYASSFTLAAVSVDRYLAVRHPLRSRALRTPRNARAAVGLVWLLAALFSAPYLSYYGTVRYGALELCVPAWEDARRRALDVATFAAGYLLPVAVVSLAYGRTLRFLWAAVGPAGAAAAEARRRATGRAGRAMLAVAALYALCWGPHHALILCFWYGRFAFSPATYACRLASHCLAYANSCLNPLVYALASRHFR
# IDE act: human IDE activators in live cells, primary screen, fluorescence polarization, HEK cells, FAbeta-B substrate; Insulin-degrading enzyme (Homo sapiens), P14735; FAbeta-B cleavage; 0% vehicle, 100% cell-free pure enzyme wells; activation, % at 5.96 µM; 0.073% of 340,000 active;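 active means activation above the mean of all tested compounds plus 3 SD, set per screening campaign, cut at about 17% in these data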
# Active calls of the source: *; / = not tested or not shown.
SMILES,NS3 helicase inh,CRFBP-R2 block,p-CIP stab down,IMP-1 inh,IDE cell inh,SUMO HTRF inh,VIM-2 inh,GalR3 antagonist,IDE act
Cc1ccccc1NS(=O)(=O)c1ccc(C(=O)NCC(c2ccco2)N2CCCCC2)cc1 (stereo unspecified),/,5,/,/,2,/,/,-6,-2
CC1CCCCC1NC(=O)CNC(=O)c1cccs1 (stereo unspecified),/,4,/,/,5,/,/,0,1
COc1ccccc1NC(=O)c1cc(N)cc(C(=O)Nc2ccccc2OC)c1,/,-2,/,/,-2,/,/,-2,1
COc1ccc(C(C(=O)NC2CCCCC2)N(C(=O)Cc2c[nH]c3ccccc23)c2ccccc2C)cc1OC (stereo unspecified),2,12,-16,0.2,-5,-4,0.9,-7,-1
CC1Cc2ccccc2N1S(=O)(=O)c1cccc2nsnc12 (stereo unspecified),0,11,-14,-2.6,6,5,-5.1,-3,3
COc1cc(-c2nnc(-c3cc(OC)c(OC)c(OC)c3)o2)cc(OC)c1OC,1,5,-17,-0.9,1,8,-1.1,-5,4
COc1ccc(OC)c(-c2cn(S(=O)(=O)c3ccccc3)nc2N)c1,-7,31,-6,-2.1,4,12,-1.3,-3,-6
NC(=O)C1(N2CCCCC2)CCN(Cc2nc3ccccc3c(=O)[nH]2)CC1,7,-10,-4,-3.2,-1,-3,-2.9,-2,3
CCOC(=O)c1[nH]c2ccc(OCC)cc2c1CCCN1C(=O)c2ccccc2C1=O,-4,-41,-2,-2.2,-1,-11,-3.1,-3,-4
CN1CCN(C(=O)CNC(=O)c2cccs2)CC1,/,2,/,/,3,/,/,-3,-1
CC(=O)c1ccc(OCCCC(=O)n2nnc3ccccc32)cc1,2,-6,-10,-3.6,-1,3,1.0,0,3
CCn1nc(C(=O)N2CCN(Cc3nc4ccccc4s3)CC2)c2ccccc2c1=O,/,8,/,/,11,/,/,-5,-5
Cc1ccc(S(=O)(=O)N(C)C)cc1NC(=O)COC(=O)c1ccc2c(c1)OCCO2,9,6,6,-2.1,-6,14,-1.5,-9,0
NC(=O)c1ccc(NS(=O)(=O)c2ccc3ccccc3c2)cc1,0,-7,-2,-6.1,5,21,-3.1,-12,-2
CCOc1ccccc1N(CC(=O)NCc1ccco1)C(=O)CCC(=O)Nc1nccs1,8,9,7,-2.4,-7,-13,-1.8,-8,3
CC1(C)CC(=O)C(=Cc2cn(-c3ccccc3)nc2-c2ccc(Cl)cc2)C(=O)C1,9,-41,-5,-1.0,4,6,-4.6,-4,2
C=CCn1c(C(C)NC(=O)c2cccs2)n[nH]c1=S (stereo unspecified),-1,1,6,-3.0,-3,10,-2.5,10,0
CNC(=S)Nc1ccc(Nc2ccccc2)cc1,-15,-4,-11,-3.3,-4,7,-1.1,-7,2
Cc1ccc(S(=O)(=O)N2[C@@H](c3ccc(F)cc3)C(C(=O)O)=CC[C@H]2c2cccc(C)c2)cc1,/,3,/,/,-5,/,/,-2,5
COc1ccc(N2CCN(C(=O)c3ccc(CSc4ccccc4)cc3)CC2)cc1,7,34,0,0.3,6,4,-2.7,-4,5
O=CN1Cc2ccccc2-c2ccccc2C1,2,4,-6,2.8,/,1,-0.1,-5,-3
Cn1cnnc1SCNC(=O)C(F)(F)F,-2,5,-1,-2.1,6,-6,-2.1,7,0
CCC(=O)c1ccc(OCC(O)CN2CCN(S(=O)(=O)c3ccc(NC(C)=O)cc3)CC2)cc1 (stereo unspecified),-4,-6,-11,-1.5,2,-16,-2.4,-9,2
C=CCN1C(=O)CSc2ccc(C(=O)N3CCC(C)CC3)cc21,7,-3,-3,-2.6,5,9,2.5,-2,-4
CN1Cc2ccccc2N(CC(=O)NCc2ccccc2)C1=O,-3,-6,-4,-2.2,2,-24,-1.7,-7,7
Cc1ccc2nc(Cn3cc(C(F)(F)F)ccc3=O)cc(=O)n2c1,1,0,-5,-2.2,1,7,-1.7,-1,7
CN(C(=O)c1ccc2c(c1)CCO2)C(C)(C)C,0,-4,-6,-2.0,1,-5,-1.9,-7,/
Cn1c(=O)[nH]c2c(Cl)nccc21,-2,2,-6,0.6,0,22,-0.3,16*,-1
CC(C)CCn1c(Br)nc2c1c(=O)n(CC(N)=O)c(=O)n2C,1,18,1,0.6,1,6,0.0,-3,-2
Cn1c(-c2ccc([N+](=O)[O-])cc2)nc2ccccc21,11,0,6,0.7,2,1,2.2,-5,1
CC(=O)Oc1ccc(NC(=O)CSc2ccccc2)cc1,-2,6,2,-6.3,5,0,-2.5,-6,8
O=S1(=O)C=C(Sc2nc3ccccc3s2)c2ccccc21,0,-40,0,-2.8,0,17,1.4,/,/
Cc1nc2n[nH]c(N)c2c2c1CCCC2,11,15,-14,-5.7,9,8,-0.1,-1,-1
Cc1cccc(Oc2sc(C(=O)c3ccccc3)c(N)c2C#N)c1,-6,3,-13,-2.9,0,0,-2.9,-2,4
Cc1c(Cl)c([N+](=O)[O-])nn1CCCC(=O)NC1CCCCC1,-3,-8,-4,-4.1,0,10,-3.5,3,3
CCN(CC)C(=O)CSc1nnc(COc2ccccc2)n1CC,-17,-3,2,-3.8,1,14,-0.7,-4,-1
CCOC(=O)N1CCN(C(=O)c2cnn3c(C(F)F)cc(-c4ccc(C)cc4)nc23)CC1,9,14,-7,-2.5,3,-2,-2.5,9,4
COc1cc(C(=O)Nc2ccc(C)cc2)c2ccccc2n1,-6,-13,-8,-3.2,-1,-1,0.1,-6,-1
CC(C)OC(=O)c1ccc(COc2ccc3ccc(=O)oc3c2)o1,0,7,3,-3.1,1,1,-0.3,-6,-2
CC(C)CCNC(=O)CCc1nnc2ccc(N3CCC(C)CC3)nn12,-10,18,10,-0.9,-3,-26,-3.9,-6,2
CCOc1ccccc1NC(=O)CCn1c(=O)oc2ccccc21,14,8,8,-2.9,-1,15,1.3,-4,6
O=C(CCCn1c(=O)[nH]c2ccsc2c1=O)N1CCN(c2ccccn2)CC1,3,-9,-3,-2.6,5,-11,-1.1,-2,-8
CC(C)(C)CNC(=O)c1ccc2c(c1)S(=O)(=O)c1cc(Cl)ccc1C2=O,/,-1,/,/,-1,/,/,-2,4
Cc1ccc(OCC(=O)OCCN2C(=O)c3ccccc3C2=O)cc1C,-3,9,10,-3.3,8,-15,-1.7,4,-2
COc1ccc(NC(=O)C(=O)N/N=C\c2ccc(CNC(=O)C(=O)Nc3ccc(C)c(C)c3)o2)c(OC)c1,6,32,-4,-5.9,4,58*,-4.4,/,/
COc1ccccc1-c1cc(C(F)(F)F)n2ncc(C(=O)N3CCc4ccccc4C3)c2n1,-4,-7,-7,-0.9,1,22,1.1,-4,1
Cc1ccc(NCc2nnc(SCC(=O)O)n2-c2ccc(C)cc2)cc1,7,2,-9,-4.7,1,-1,1.7,-7,3
Cc1ccc(Oc2ccc(C(=O)NCc3ccncc3)cc2)cc1,-15,79*,-9,-0.3,/,21,0.9,83*,4
N#Cc1cccc2cnccc12,5,7,-6,-1.1,4,6,2.0,-3,6
COc1ccc(CCN2C(=O)CSC2c2ccc(F)cc2)cc1 (stereo unspecified),-7,6,0,-0.8,0,-7,-0.6,0,3
CCCNC(=O)NC(=O)COC(=O)c1cccc(NS(=O)(=O)c2ccc(F)c(F)c2)c1,0,5,-2,-4.0,2,-5,-0.7,-4,-2
Cc1cc(OC(C)C(=O)NCCCN2CCOCC2)ccc1Cl (stereo unspecified),4,-3,-23,-3.4,1,0,-2.2,-2,1
O=C(OCn1nnc2ccccc2c1=O)C1CCCCC1,-2,2,-10,-4.4,0,4,-3.5,-3,5
CCc1ccccc1N(CC(=O)NCCSCc1ccco1)S(C)(=O)=O,4,1,6,-0.8,2,13,-0.2,-5,4
CC1(C)Oc2ccc(NC(=O)c3ccco3)cc2O1,5,4,-2,-1.6,-2,10,-2.2,-3,5
Cc1cc2c(cc1C)NC(c1c(C)n(C)n(-c3ccccc3)c1=O)C1=C(CC(C)(C)CC1=O)N2 (stereo unspecified),6,-3,-17,-2.0,-6,9,-2.6,-6,4
Cc1ccc(CNC(=O)C2CCN(S(=O)(=O)c3cccnc3)CC2)cc1,1,-9,1,-1.4,-3,4,-3.0,1,-4

# Twelve successive records already listed, quoted:
SMILES,NS3 helicase inh,CRFBP-R2 block,p-CIP stab down,IMP-1 inh,IDE cell inh,SUMO HTRF inh,VIM-2 inh,GalR3 antagonist,IDE act
COc1ccccc1-c1cc(C(F)(F)F)n2ncc(C(=O)N3CCc4ccccc4C3)c2n1,-4,-7,-7,-0.9,1,22,1.1,-4,1
Cc1ccc(NCc2nnc(SCC(=O)O)n2-c2ccc(C)cc2)cc1,7,2,-9,-4.7,1,-1,1.7,-7,3
Cc1ccc(Oc2ccc(C(=O)NCc3ccncc3)cc2)cc1,-15,79*,-9,-0.3,/,21,0.9,83*,4
N#Cc1cccc2cnccc12,5,7,-6,-1.1,4,6,2.0,-3,6
COc1ccc(CCN2C(=O)CSC2c2ccc(F)cc2)cc1 (stereo unspecified),-7,6,0,-0.8,0,-7,-0.6,0,3
CCCNC(=O)NC(=O)COC(=O)c1cccc(NS(=O)(=O)c2ccc(F)c(F)c2)c1,0,5,-2,-4.0,2,-5,-0.7,-4,-2
Cc1cc(OC(C)C(=O)NCCCN2CCOCC2)ccc1Cl (stereo unspecified),4,-3,-23,-3.4,1,0,-2.2,-2,1
O=C(OCn1nnc2ccccc2c1=O)C1CCCCC1,-2,2,-10,-4.4,0,4,-3.5,-3,5
CCc1ccccc1N(CC(=O)NCCSCc1ccco1)S(C)(=O)=O,4,1,6,-0.8,2,13,-0.2,-5,4
CC1(C)Oc2ccc(NC(=O)c3ccco3)cc2O1,5,4,-2,-1.6,-2,10,-2.2,-3,5
Cc1cc2c(cc1C)NC(c1c(C)n(C)n(-c3ccccc3)c1=O)C1=C(CC(C)(C)CC1=O)N2 (stereo unspecified),6,-3,-17,-2.0,-6,9,-2.6,-6,4
Cc1ccc(CNC(=O)C2CCN(S(=O)(=O)c3cccnc3)CC2)cc1,1,-9,1,-1.4,-3,4,-3.0,1,-4

# Rows are unselected (roughly 3.2% active in at least one column).
